ROC1-CUL1 inh = inhibitors of human ROC1-CUL1 ubiquitin ligase activity; in vitro K48 di-Ub FRET, acceptor:donor ratio, 45 min; inhibition, % at 10 µM; P62877+Q13616; AID 1347404; 0.6% of 140,000 active; in the data active = inhibition above about 25%
Target sequence (P62877 whole entry, looked up): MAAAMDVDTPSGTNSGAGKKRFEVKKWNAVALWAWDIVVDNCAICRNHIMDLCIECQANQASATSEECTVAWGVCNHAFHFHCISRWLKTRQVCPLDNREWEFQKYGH
Target sequence (Q13616 whole entry, looked up): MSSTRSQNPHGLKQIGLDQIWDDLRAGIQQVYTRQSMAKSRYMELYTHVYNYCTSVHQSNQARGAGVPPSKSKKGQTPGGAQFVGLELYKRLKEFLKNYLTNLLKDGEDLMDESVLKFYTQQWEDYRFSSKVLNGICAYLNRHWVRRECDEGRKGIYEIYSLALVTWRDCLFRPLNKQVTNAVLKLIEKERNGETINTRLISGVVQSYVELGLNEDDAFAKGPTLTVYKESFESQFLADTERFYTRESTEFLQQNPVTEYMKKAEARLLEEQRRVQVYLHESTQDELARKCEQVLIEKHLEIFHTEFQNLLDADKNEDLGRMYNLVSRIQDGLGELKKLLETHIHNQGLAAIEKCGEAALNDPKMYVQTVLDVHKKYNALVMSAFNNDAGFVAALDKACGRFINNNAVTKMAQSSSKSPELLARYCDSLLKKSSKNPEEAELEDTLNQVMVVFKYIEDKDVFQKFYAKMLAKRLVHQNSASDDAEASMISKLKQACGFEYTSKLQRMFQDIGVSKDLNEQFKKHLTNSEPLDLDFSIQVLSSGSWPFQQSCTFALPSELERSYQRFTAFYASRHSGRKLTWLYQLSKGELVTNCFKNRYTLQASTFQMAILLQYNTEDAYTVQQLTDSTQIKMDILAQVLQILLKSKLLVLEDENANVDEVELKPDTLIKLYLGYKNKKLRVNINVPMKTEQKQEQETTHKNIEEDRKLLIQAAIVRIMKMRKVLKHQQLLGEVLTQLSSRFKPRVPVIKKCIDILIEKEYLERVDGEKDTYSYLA
The depositor's hits bear a star; & = joins results of further samples.

> COc1ccc(OC)c(NC(=O)C2CCN(S(=O)(=O)c3ccc(C)cc3)CC2)c1
  ROC1-CUL1 inh: 2

> OC(CCc1ccccc1)c1ccc2c(c1)CN(Cc1cccc3ncccc13)CCO2 (stereo not given)
  ROC1-CUL1 inh: 2

> COc1ccc(Cl)cc1Nc1nc2ccc(C(=O)c3ccccc3)cc2n2cnnc12
  ROC1-CUL1 inh: -4

> CCN=C1CC=C(Br)C=C(C(=O)/C=C/c2cccc(Cl)c2Cl)C1=O
  ROC1-CUL1 inh: 22

> Cc1cc(Cl)ccc1NC(=O)CSc1nnc(COc2ccccc2)n1C
  ROC1-CUL1 inh: 8

> COc1ccc(F)cc1NC(=O)C1CCN(c2nc(-c3ccc(OC)c(OC)c3)no2)CC1
  ROC1-CUL1 inh: 6

> CC1=Nc2nc(SCc3ccccc3F)nn2C(c2cccc(F)c2)C1C(=O)Nc1cccnc1 (stereo not given)
  ROC1-CUL1 inh: -8

> Cn1c(SCC(=O)N2CCN(c3ccc(Cl)cc3)CC2)nnc1-c1ccc(NC(=O)c2ccc(F)cc2)cc1
  ROC1-CUL1 inh: 0

> CC(NC(=O)c1c2c(nc3ccccc13)C(=O)N(C1CCCCC1)C2)c1ccccc1 (stereo not given)
  ROC1-CUL1 inh: -1

> COc1ccc(-c2nc(CSCC(=O)N3CCN(c4ccc(F)cc4)CC3)c(C)o2)cc1
  ROC1-CUL1 inh: -6

> NC(N)=N/N=C1\CCOc2ccc([N+](=O)[O-])cc21
  ROC1-CUL1 inh: 4

> CCOC(=O)c1oc2ccc(Br)cc2c1NC(=O)CN1CCOCC1
  ROC1-CUL1 inh: -9

> O=C1CC(=O)c2c(c3cccc4c3n(c2=O)CCC4)O1
  ROC1-CUL1 inh: 1

> COCCOC(=O)c1c(C)oc2cc(Br)c(OCc3ccccc3F)cc12
  ROC1-CUL1 inh: -7

> S=C(NC1CCCC1)N1CCN(Cc2ccc3c(c2)OCO3)CC1
  ROC1-CUL1 inh: -5

> COc1ccc(-n2ccnc(NCc3ccc(C)cc3)c2=O)cc1OC
  ROC1-CUL1 inh: -20

> O=S(=O)(c1ccc(-c2ccc(-n3cnnn3)cc2)cc1)N1CCOCC1
  ROC1-CUL1 inh: 3

> CCOC(=O)COc1ccc(S(=O)(=O)NC2CCCCC2)cc1
  ROC1-CUL1 inh: 0

> O=C(Nc1ncccn1)c1cccc(Cl)c1
  ROC1-CUL1 inh: 8

> NC(=O)c1c(NC(=S)NC(=O)C(c2ccccc2)c2ccccc2)sc2c1CCCC2
  ROC1-CUL1 inh: -8

> OCCC1CCCCN1Cc1nc(Cc2cccc(F)c2)no1 (stereo not given)
  ROC1-CUL1 inh: 3

> N#CC1C(=N)Oc2n[nH]c(-c3ccccc3Cl)c2C1CCc1ccccc1 (stereo not given)
  ROC1-CUL1 inh: -2

> CC1(C)CC(=O)c2cc(C#N)c(SCc3ccc(Cl)c(Cl)c3)nc2C1
  ROC1-CUL1 inh: -7

> Cc1ccc(N2NC(=O)/C(=C\c3c4ccccc4cc4ccccc34)C2=O)cc1
  ROC1-CUL1 inh: -9

> O=C(Nc1cnn(-c2ccc(C(=O)N3CCN(c4ccccc4Cl)CC3)cc2)c1)C1CCOCC1
  ROC1-CUL1 inh: -4

> COc1ccc(OC)c(S(=O)(=O)Nc2cc3c(cc2C)n(C)c(=O)c(=O)n3C)c1
  ROC1-CUL1 inh: -5

> COC(=O)c1ccc(-c2ccc(/C=N/Nc3ccccc3)o2)cc1Cl
  ROC1-CUL1 inh: -3

> O=C(NC1CCOC1)c1cn(Cc2ccccc2Cl)nn1 (stereo not given)
  ROC1-CUL1 inh: -4

> O=C(O)CCC(=O)Nc1ccccc1C(=O)Nc1cccc(Cl)c1
  ROC1-CUL1 inh: -4

> CC(C)c1cc(C(=O)N2CCN(c3ccc(F)cc3)CC2)cs1
  ROC1-CUL1 inh: -5

> Cc1ccccc1Cn1nc(C)c(NC(=O)CCn2cc(Br)cn2)c1C
  ROC1-CUL1 inh: 0

> COc1cccc(CNC(=O)Nc2cc(C(=O)NCc3cccc(F)c3)ccc2N2CCCC2)c1
  ROC1-CUL1 inh: -1

> CCOc1ccc(C2C(C(=O)Nc3ccc(C)cc3C)C(C)=Nc3c(C(=O)Nc4ccc(C)cc4)cnn32)cc1OC (stereo not given)
  ROC1-CUL1 inh: -9

> Cc1oc(-c2ccc(C(=O)Nc3cc(F)ccc3F)cc2)nc1COc1ccccc1
  ROC1-CUL1 inh: -3

> CC(C)(C)c1ccccc1OCC(=O)Nc1ccccc1C(N)=O
  ROC1-CUL1 inh: -1

> c1cncc(CN2CCc3onc(-c4ccc5c(c4)OCO5)c3C2)c1
  ROC1-CUL1 inh: 2

> CC1=NNc2nc3c(c(=O)n(CCC(C)C)c(=O)n3C)n2C1
  ROC1-CUL1 inh: 2

> Cc1cc(C)c(SC(=O)c2cccs2)c(C)c1
  ROC1-CUL1 inh: -4

> CC(=O)Nc1ccc(NC(=O)CN(Cc2ccccc2)S(C)(=O)=O)cc1
  ROC1-CUL1 inh: -5

> Cc1ccc(-n2c(=O)c3cccnc3n2CC(=O)Nc2cc(C)cc(C)c2)cc1
  ROC1-CUL1 inh: 6

> O=C(CSc1nccn1Cc1ccccc1)n1c2c(c3ccccc31)CCCC2
  ROC1-CUL1 inh: -9

> Cc1ccc2nc(-c3ccc(NC(=O)c4cccnc4)cc3)sc2c1
  ROC1-CUL1 inh: 1

> O=c1c2ccccc2ccc2sc(Br)cc12
  ROC1-CUL1 inh: -3

> CC1CCN(S(=O)(=O)c2ccc3c(c2)CCC(=O)N3CC(=O)Nc2cccc(C#N)c2)CC1
  ROC1-CUL1 inh: -4

> CC(=O)Nc1ccc(/C=N/N=c2\sc3ccccc3n2C)cc1
  ROC1-CUL1 inh: 1

> CN1CCN(CC(=O)C2c3ccccc3C(=O)Nc3cccnc32)CC1 (stereo not given)
  ROC1-CUL1 inh: -4

> CCCCN(CCCC)CCCNC(=O)Cn1cc2c(n1)-c1c(oc(C(=O)N3CCCC3)c1C)CC2
  ROC1-CUL1 inh: -4

> COCc1noc(-c2ccc(N(C)Cc3cc(C)[nH]n3)nc2)n1
  ROC1-CUL1 inh: -8

> O=C1NC(=O)N(C2CCCCC2)C(=O)C1C1=Nc2ccccc2SC(c2ccc(Cl)cc2)C1 (stereo not given)
  ROC1-CUL1 inh: 0

> CCC(NC(=O)c1cc(C)on1)c1ccc(C)cc1 (stereo not given)
  ROC1-CUL1 inh: -2

> CCc1ccc(Cn2c(CNS(=O)(=O)c3ccc(F)c(Cl)c3)nc3cccnc32)cc1
  ROC1-CUL1 inh: 1

> COc1ccc(-c2nc3scc(CCNS(=O)(=O)c4ccc5c(c4)OCCO5)n3n2)cc1
  ROC1-CUL1 inh: 5

> Cc1ccc(/C=C2\C(=O)NC(=O)N(c3ccc(Br)c(C)c3)C2=O)cc1
  ROC1-CUL1 inh: -1

> CCc1ccccc1NC(=O)CSc1nnc(Cc2ccccc2)n1C1CCCCC1
  ROC1-CUL1 inh: -2

> N#Cc1cccc2c(=O)[nH]cnc12
  ROC1-CUL1 inh: -2

> CCCCn1c(SCC(=O)c2ccccc2)nc2sc3c(c2c1=O)CCCC3
  ROC1-CUL1 inh: -3

> C=C(C)Cn1c(SCC(=O)Nc2cc(C)ccc2C)nc2sc3c(c2c1=O)CCCC3
  ROC1-CUL1 inh: -4&-4

> CC1CCC(NC(=O)c2ccc(CS(=O)(=O)c3c(Cl)cccc3Cl)o2)CC1 (stereo not given)
  ROC1-CUL1 inh: 7

> O=C(COC(=O)C(Cc1c[nH]c2ccccc12)NC(=O)c1ccc(Cl)cc1)c1ccc(Cl)cc1 (stereo not given)
  ROC1-CUL1 inh: -7

> COC(=O)c1cc(NC(=O)c2ccc(C)cc2)cc(C(=O)OC)c1
  ROC1-CUL1 inh: 0

> O=C(Nc1ccc(Cl)cc1)c1cc2c(-c3ccccc3)nn(-c3ccccc3)c2s1
  ROC1-CUL1 inh: -5

> O=C(Cn1ncc2ccsc2c1=O)N1CCN(c2ccc(F)cc2)CC1
  ROC1-CUL1 inh: 0

> O=C(Oc1ccccc1)n1c(=O)oc2cc(S(=O)(=O)N3CCCCC3)ccc21
  ROC1-CUL1 inh: 0

> Cc1ccc(CN2C(=O)C(O)(CC(=O)c3ccc(C)cc3)c3ccccc32)cc1 (stereo not given)
  ROC1-CUL1 inh: 1

> O=C(NCc1ccccc1)c1ccc2c(c1)N(Cc1ccccc1)C(=O)c1ccccc1S2(=O)=O
  ROC1-CUL1 inh: -1

> Cc1nc(N2C(=O)C(=O)C(C(=O)c3cccs3)C2c2ccco2)sc1C (stereo not given)
  ROC1-CUL1 inh: 7

> CC(C)(c1ccc(OC(=O)c2ccc(Br)o2)cc1)c1ccc(OC(=O)c2ccc(Br)o2)cc1
  ROC1-CUL1 inh: 9

> Cc1nc2ccn(Cc3ccccc3)c(=O)c2cc1C(=O)Nc1ccc(F)cc1Cl
  ROC1-CUL1 inh: -7

> CCOc1cnc(C(=O)N/N=C/c2cn(-c3cccc4ccccc34)nc2-c2ccccc2)o1
  ROC1-CUL1 inh: -3

> CCc1ccc(CNC(=O)c2cc3c(s2)-c2ccccc2OC3)cc1
  ROC1-CUL1 inh: -2

> CC(=O)CC(C)(C)S(=O)(=O)Cc1ccccc1
  ROC1-CUL1 inh: -2

> COc1ccccc1-c1c(C)nn2c(N3CCN(c4ccccc4)CC3)cc(C)nc12
  ROC1-CUL1 inh: 8

> Cc1nc(SCC(=O)N2CCc3[nH]nc(CC(C)(C)C)c3C2)n[nH]1
  ROC1-CUL1 inh: -1

> Cc1c(CN2Cc3ccccc3OC(c3ccccc3F)C2)cnn1C (stereo not given)
  ROC1-CUL1 inh: 7

> CCC(C)OC(=O)/C(C#N)=C/c1ccc(-c2ccc(Br)cc2)o1 (stereo not given)
  ROC1-CUL1 inh: -1

> CCOc1cc(C(=O)Nc2ccc(-c3nc4ncccc4o3)cc2C)cc(OCC)c1OCC
  ROC1-CUL1 inh: 1

> Cc1ccc(CN(C(=O)c2ccccc2)c2ccccn2)o1
  ROC1-CUL1 inh: -3

> Cc1cc(C)c(NC(=O)c2ncoc2-c2ccco2)c(C)c1
  ROC1-CUL1 inh: -3

> CCn1c(CCNC(=O)c2cccs2)n[nH]c1=S
  ROC1-CUL1 inh: -6

> Cc1ccc(-c2nn(-c3cc(Cl)ccc3N)c(=O)c3ccccc23)cc1C
  ROC1-CUL1 inh: 3

> CCOCc1nc(-c2c(C)ncc3c2CCN(C(=O)[C@H]2CCCO2)C3)no1
  ROC1-CUL1 inh: -3

> CCOC(=O)C1(CCOC)CCN(C2CCN(c3ccc(OC)cc3)CC2)CC1
  ROC1-CUL1 inh: 13

> Cc1cc(C(=O)Nc2ccccc2Br)no1
  ROC1-CUL1 inh: -5

> C=CCn1c(=O)c2c(nc3n(-c4ccc(F)cc4)c(C)c(C)n23)n(C)c1=O
  ROC1-CUL1 inh: 10

> O=C(O)c1ccc2c(c1)C(=O)N(CCCO)C2=O
  ROC1-CUL1 inh: 10

> Cc1onc(-c2ccccc2)c1C(=O)N/N=C/c1cccc2ccccc12
  ROC1-CUL1 inh: -4

> COc1ccc(-n2cnc3c(sc4nnc(-c5ccccc5)c(-c5ccccc5)c43)c2=O)cc1
  ROC1-CUL1 inh: 0

> CCOc1ccc2oc(=O)cc(CN3CCN(C(=O)c4cccc(Cl)c4)CC3)c2c1
  ROC1-CUL1 inh: 1

> O=C(NCc1cccnc1Oc1ccccc1)c1ccncc1
  ROC1-CUL1 inh: -1

> Cc1cccc(CCNC(=O)CCS(=O)(=O)c2cc3c(cc2C)NC(=O)CO3)c1
  ROC1-CUL1 inh: 6

> CN(Cc1n[nH]c2c1CCCC2)C(=O)C1CCN(c2ccccc2)C1=O (stereo not given)
  ROC1-CUL1 inh: -5

> CCOC(=O)[C@]12C(=C(c3ccccc3)OC3OCCCC31)C(=O)C(=O)N2c1ccccc1 (stereo not given in full)
  ROC1-CUL1 inh: -8

> COc1ccc(O)c(CN2CCCC(c3[nH]ncc3C(C)C)C2)c1 (stereo not given)
  ROC1-CUL1 inh: 1

> COCC(=O)N1CCC(Oc2ccc(C(=O)NC(C)Cc3ccsc3)cc2)CC1 (stereo not given)
  ROC1-CUL1 inh: 11

> C=C(C)[C@@H]1CC(=O)[C@@H](C)[C@H](CC#N)C1
  ROC1-CUL1 inh: 2

> Nc1nnc(SCC(=O)Nc2ccc3nc(SCc4cccc5ccccc45)sc3c2)s1
  ROC1-CUL1 inh: 5

> Cc1ccc(-c2nn3c(=O)cc(CN4CCN(C(=O)c5ccc(C(C)(C)C)cc5)CC4)nc3s2)cc1
  ROC1-CUL1 inh: 0

> c1ccc(-c2cc3scc(-c4ccccc4)n3c2)cc1
  ROC1-CUL1 inh: -1

> CCc1nc2ccccc2c(NC(=O)CN2CCN(CCO)CC2)c1C
  ROC1-CUL1 inh: -2

> O=c1cc(N2CCN(c3cccc(C(F)(F)F)c3)CC2)c2ccccc2o1
  ROC1-CUL1 inh: 1

> Clc1ccccc1Cc1cn2cc(-c3ccccc3)nc2s1
  ROC1-CUL1 inh: -2

> O=S(=O)(NCCc1ccccc1)c1ccc(Br)s1
  ROC1-CUL1 inh: -7

Not all compounds are listed. The share of hits here may be higher or lower than overall.
